Tcruzi prolif = T. cruzi intracellular proliferation inhibitors, primary screen, cell-based, beta-gal Tulahuen parasites, NIH3T3 host, luminescence | 5.9% of 77,000 active | T. cruzi beta-gal in NIH3T3, GalScreen luminescence, 90 h | inhibition, % at 8.34 µM;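 active = mean inhibition above about 93%, with at least 55% of replicates each passing it, limit read from the data, passing the limit was not always enough; inconclusive = only one of those two conditions holds; inactive = neither condition holds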
C diff HTS = C. difficile growth inhibitors, primary screen, HTS; Clostridium difficile clinical isolate growth, OD600, 24 h; hits give low values; growth activity, negative = inhibition, % at 16 µg/mL (by protocol); 0.25% of 86,000 active;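 active = mean growth activity at or below -80% and every replicate also at or below -80%; inconclusive = mean at or below -80% but some replicate above -80%; inactive = mean growth activity above -80%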;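 note: 0% = DMSO wells and -100% = levofloxacin 16 µg/mL wells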
KDM4C inh = inhibitors of GASC-1 (KDM4C) histone demethylase, primary screen, biochemical, single concentration HTS; Lysine-specific demethylase 4C (Homo sapiens), Q9H3R0; GST-KDM4C 2-372, H3K9me3 peptide, LANCE TR-FRET; inhibition, % at 12.5 µM; 0.15% of 96,000 active;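 active = mean replicate inhibition above about 25%, with at least 55% of replicates also reaching it, limit read from the data, passing the limit was not always enough; inconclusive = only one of those two conditions met; inactive = neither condition met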
Target sequence (Q9H3R0 2-372 limits assumed): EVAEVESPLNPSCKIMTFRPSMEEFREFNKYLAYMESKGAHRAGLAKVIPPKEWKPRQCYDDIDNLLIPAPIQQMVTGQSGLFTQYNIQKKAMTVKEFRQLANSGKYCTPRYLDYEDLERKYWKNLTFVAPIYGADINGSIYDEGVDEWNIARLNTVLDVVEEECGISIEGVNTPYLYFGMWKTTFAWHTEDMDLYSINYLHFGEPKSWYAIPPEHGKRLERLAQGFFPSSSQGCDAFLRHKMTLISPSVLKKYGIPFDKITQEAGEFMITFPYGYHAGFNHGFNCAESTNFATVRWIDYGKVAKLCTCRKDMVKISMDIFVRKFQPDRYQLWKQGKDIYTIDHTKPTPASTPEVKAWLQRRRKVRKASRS
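Test system: N-terminal GST-fused human GASC-1 (KDM4C) fragment, residues 2-372; quantity: GASC-1 enzyme at 10 nM final in reaction; dosing: single dose; schedule: 30 min demethylation and 1 h detection at room temperature; signal: LANCE TR-FRET, excitation 340 nm, emissions 618 and 671 nm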
Pf Dd2 inh = P. falciparum Dd2 growth inhibitors, primary screen, SYBR Green fluorescence, single dose replicates. activity change, % at 10 µM. 72 h; hits give low values. 2.3% of 94,000 active; in the data active = activity change below about -80%; inconclusive = no clear call, values can overlap the other calls
The depositor's hits bear a star; ? = inconclusive; / = no result given; & = joins results of further samples.

item	smiles	Tcruzi prolif	C diff HTS
1	O=C(Nc1ccc(-c2ccccc2)cc1)[C@H]1[C@H](CO)[C@H]2Cn3c(cccc3=O)[C@@H]1N2Cc1cncnc1	-45	-3
2	COc1ccc(-c2ccc3c(c2)O[C@@H](CN(C)Cc2cccnc2)[C@H](C)CN([C@H](C)CO)S3(=O)=O)cc1	/	-11
3	C[C@@H]1CN([C@@H](C)CO)C(=O)c2cc(/C=C/c3ccccc3)cnc2O[C@H]1CN(C)C(=O)Cc1cccnc1	/	2
4	O=C(C[C@@H]1C[C@H]2c3cc(NC(=O)Cc4ccncc4)ccc3O[C@H]2[C@@H](CO)O1)NCc1cccc(F)c1	-4	1
5	Cc1noc(C)c1NC(=O)Nc1ccc2c(c1)CC(=O)N([C@@H](C)CO)C[C@H](C)[C@H](CN(C)C(=O)Nc1cccc3ccccc13)O2	-14	2
6	CN1C(=O)c2cc(NC(=O)Nc3ccc(F)cc3)ccc2OC[C@H]2O[C@H](CC(=O)NC3CCC3)CC[C@H]21	-3	-2
7	C[C@@H]1CN([C@@H](C)CO)C(=O)c2cc(Br)cnc2O[C@H]1CN(C)C(=O)c1ccccn1	/	-3
8	COc1ccc(C(=O)Nc2ccc3c(c2)C(=O)N(C)C[C@@H](OC)[C@H](C)CN(C(C)=O)[C@@H](C)CO3)cc1	32	/

item	KDM4C inh	Pf Dd2 inh
1	-0.6	2
2	-0.7	-72
3	-1.3	-6
4	1.2	19
5	0.3	26
6	-3.0	-24
7	0.8	49
8	-1.1	20

Carrying on:
item	smiles	Tcruzi prolif	C diff HTS
9	CC(C)NC(=O)N1CCCCN2[C@H](CO)[C@H](c3ccc(C#C[C@H](C)O)cc3)[C@H]2C1	90	-4
10	C[C@@H]1CCCCO[C@H](CN(C)C(=O)CCC(F)(F)F)[C@H](C)CN([C@@H](C)CO)C(=O)c2cc(NC(=O)CCC(F)(F)F)ccc2O1	/	1
11	CNC[C@@H]1OCCCC[C@@H](C)Oc2ccc(NS(=O)(=O)c3ccccc3)cc2C(=O)N([C@H](C)CO)C[C@H]1C	27	-5
12	COc1ccc2c3c([nH]c2c1)[C@H](CO)N(C(=O)C1CCC1)CC31CN(Cc2nccs2)C1	/	2
13	C[C@H](CO)N1C[C@H](C)[C@@H](CN(C)Cc2ccc(-c3ccccc3)cc2)Oc2c(NC(=O)Nc3ccc(C(F)(F)F)cc3)cccc2C1=O	60	6
14	COc1ccccc1-c1ccc2c(c1)O[C@H](CN(C)S(=O)(=O)c1ccc(C)cc1)[C@@H](C)CN([C@@H](C)CO)S2(=O)=O	126*	5
15	COCC(=O)N(C)C[C@@H]1Oc2ncc(Br)cc2C(=O)N([C@@H](C)CO)C[C@@H]1C	/	4
16	O=C(NCC[C@H]1CC[C@H](NC(=O)c2cnccn2)[C@H](CO)O1)c1ccc2c(c1)OCO2	/	-2

item	KDM4C inh	Pf Dd2 inh
9	2.4	29
10	0.2	15
11	-0.2	9
12	-0.5	-36
13	13	-4
14	-1.9	-74
15	1.0	11
16	-0.1	-13

(listing goes on)
item	smiles	Tcruzi prolif	C diff HTS
17	C[C@@H]1CN([C@@H](C)CO)C(=O)Cc2cc(NC(=O)NC3CCCCC3)ccc2O[C@@H]1CN(C)S(C)(=O)=O	/	0
18	C[C@H](CO)N1C[C@H](C)[C@H](CN(C)Cc2ccccc2)Oc2cc(C#Cc3ccccn3)ccc2S1(=O)=O	107*	-5
19	CO[C@@H]1CN(C)C(=O)c2cc(NS(=O)(=O)c3ccccc3)ccc2OC[C@H](C)NC[C@H]1C	/	/
20	CC(C)C#Cc1ccc2c(c1)O[C@H](CN(C)C(=O)c1cccc(F)c1)[C@@H](C)CN([C@H](C)CO)S2(=O)=O	?	20
21	C[C@H](CO)N1C[C@H](C)[C@H](CN(C)Cc2ccc(Oc3ccccc3)cc2)Oc2c(NC(=O)Nc3cccc4ccccc34)cccc2C1=O	98*	/
22	C[C@H](CO)N1C[C@H](C)[C@H](CN(C)S(=O)(=O)c2ccc(Cl)cc2)Oc2ccc(NC(=O)Cn3cnnn3)cc2C1=O	22	-4
23	C[C@@H]1CN([C@H](C)CO)C(=O)c2cc(C#CCN(C)C)cnc2O[C@H]1CN(C)C(=O)c1cccc(F)c1	76	0
24	C[C@@H]1CCCCO[C@@H](CN(C)C(=O)NC2CCCCC2)[C@@H](C)CN([C@H](C)CO)C(=O)c2cc(NC(=O)Nc3ccccc3)ccc2O1	9	7

item	KDM4C inh	Pf Dd2 inh
17	-0.3	8
18	-5.8	-78
19	1.0	11
20	-0.4	-60
21	-4.7	-78
22	0.2	-24
23	1.7	17
24	-1.6	-45

Other compounds follow.
item	smiles	Tcruzi prolif	C diff HTS
25	CCN(C[C@@H]1N[C@H](CO)[C@H]1c1ccc(-c2ccccc2)cc1)C(=O)COC	-16	-2
26	CNC(=O)C[C@@H]1CC[C@@H]2[C@@H](COc3ccc(NC(=O)c4cccs4)cc3C(=O)N2C)O1	28	2
27	O=C(NCc1ccc2c(c1)OCO2)[C@H]1[C@H](CO)[C@H]2Cn3c(cccc3=O)[C@@H]1N2Cc1ccncc1	57	-1
28	C[C@H]1CN([C@@H](C)CO)C(=O)Cc2cc(NS(=O)(=O)c3cn(C)cn3)ccc2O[C@@H]1CN(C)CC1CCCCC1	10	1
29	C[C@@H]1CCCCO[C@H](CN(C)CC2CC2)[C@H](C)CN([C@@H](C)CO)C(=O)c2cc(NS(=O)(=O)c3cn(C)cn3)ccc2O1	-25	1
30	COc1ccc2c3c(n(C)c2c1)[C@H](CO)NCC31CN(S(=O)(=O)c2ccccc2)C1	/	-5
31	CCC(=O)Nc1ccc2c(c1)OC[C@H](C)N(C(=O)c1ccc(F)cc1)C[C@@H](C)[C@H](OC)CN(C)C2=O	54	/
32	C[C@H](CO)N1C[C@H](C)[C@H](CN(C)C(=O)C2CC2)OCc2cn(nn2)CCCC1=O	4	-1

item	KDM4C inh	Pf Dd2 inh
25	0.0	-42
26	-0.5	-2
27	2.3	-1
28	-4.2	16
29	1.8	-4
30	-0.4	-15
31	0.3	-9
32	-0.7	-5

Remaining list, next part
item	smiles	Tcruzi prolif	C diff HTS
33	Cc1ccccc1S(=O)(=O)NCC[C@H]1CC[C@H](NC(=O)C2CCOCC2)[C@H](CO)O1	-47	/
34	C[C@@H]1CN([C@H](C)CO)C(=O)CCCn2nncc2CO[C@@H]1CN(C)C(=O)c1ccc2ccn(C)c2c1	4	-2
35	C[C@@H]1CN([C@@H](C)CO)C(=O)c2ccccc2-c2ccccc2CO[C@@H]1CN(C)S(=O)(=O)c1ccc([N+](=O)[O-])cc1	/	-3
36	O=C(Nc1ccc(Cl)cc1)N[C@@H]1CC[C@@H](CCNC(=O)c2ccccc2F)O[C@H]1CO	169*	-7
37	C[C@@H]1CN([C@H](C)CO)C(=O)c2cc(-c3ccncc3)cnc2O[C@H]1CN(C)C(=O)c1ccc(F)cc1	69	8
38	CN1C(=O)c2cc(NC(=O)Cc3cccs3)ccc2OC[C@@H]2O[C@@H](CC(=O)NCC3CC3)CC[C@H]21	-29	-1
39	CO[C@@H]1CN(C)C(=O)c2ccc(NC(=O)NC(C)C)cc2OC[C@@H](C)N(Cc2ccccn2)C[C@H]1C	/	-4
40	C[C@H]1CN([C@@H](C)CO)C(=O)c2cc(NS(=O)(=O)c3ccc(Cl)cc3)ccc2O[C@H]1CN(C)S(=O)(=O)c1ccccc1	6	-8

item	KDM4C inh	Pf Dd2 inh
33	-0.5	-1
34	0.3	8
35	1.3	24
36	-2.2	-9
37	2.1	7
38	1.7	1
39	1.5	-7
40	0.4	19

(cont.)
item	smiles	Tcruzi prolif	C diff HTS
41	C[C@@H]1CN([C@H](C)CO)C(=O)Cc2cc(N(C)C)ccc2O[C@H]1CN(C)C(=O)Nc1ccccc1	10	0
42	C[C@@H]1CN([C@@H](C)CO)C(=O)c2cc(NC(=O)Cc3ccccc3)ccc2O[C@@H]1CN(C)S(=O)(=O)c1cccs1	-20	-2
43	C[C@@H]1CN([C@H](C)CO)C(=O)c2cc(C#Cc3ccc(F)cc3)cnc2O[C@@H]1CN(C)CC1CC1	102	14
44	C[C@H]1CN([C@@H](C)CO)C(=O)c2cccc(N(C)C)c2O[C@H]1CN(C)Cc1ccc(C(F)(F)F)cc1	33	3
45	C[C@@H]1CN([C@@H](C)CO)C(=O)Cc2cc(NC(=O)Cc3ccccc3)ccc2O[C@H]1CN(C)S(C)(=O)=O	41	-5
46	CO[C@H]1CC[C@@H]2CCOc3ccc(C#N)cc3C(=O)N(C)C[C@H](C)C(=O)N(C)C[C@H]1O2	-14	-7
47	COc1cccc(C#Cc2ccc3c(c2)O[C@H](CN(C)C(=O)c2ccccn2)[C@@H](C)CN([C@H](C)CO)S3(=O)=O)c1	68	1
48	Cc1ccc(S(=O)(=O)NCC[C@@H]2CC[C@@H](NC(=O)CCN3CCCCC3)[C@@H](CO)O2)cc1	-61	0

item	KDM4C inh	Pf Dd2 inh
41	4.4	-2
42	-1.8	-28
43	-0.2	-56
44	1.0	-12
45	2.0	8
46	0.0	/
47	0.1	-80
48	-0.4	-10

(listing goes on)
item	smiles	Tcruzi prolif	C diff HTS
49	C[C@@H]1CN([C@@H](C)CO)S(=O)(=O)c2ccc(-c3ccc(F)cc3)cc2O[C@H]1CN(C)C(=O)C1CCCCC1	105*	14
50	CN1C(=O)c2cc(NC(=O)Nc3ccc(F)cc3)ccc2OC[C@@H]2O[C@H](CC(=O)NC3CCC3)CC[C@@H]21	35	6
51	O=C(N[C@H]1CC[C@H](CCn2cc(C3(O)CCCC3)nn2)O[C@H]1CO)C1CCCCC1	-73	-2
52	CCNC(=O)C[C@H]1CC[C@H]2[C@H](COc3ccc(NC(C)=O)cc3C(=O)N2C)O1	42	-7
53	CC(C)NC(=O)Nc1ccc2c(c1)C(=O)N([C@@H](C)CO)C[C@@H](C)[C@@H](CN(C)S(=O)(=O)c1ccccc1)OCCCC[C@@H](C)O2	100	-9
54	O=C(C[C@H]1C=C[C@H](NC(=O)C2CCC2)[C@H](CO)O1)NCc1ccncc1	1	3
55	CN1c2ccc(-c3cccc(F)c3)cc2[C@H]2[C@H](CCN2C(=O)C2CCCC2)[C@@H]1CO	82	30
56	O=C(C[C@@H]1C=C[C@H](NC(=O)Cc2ccccn2)[C@@H](CO)O1)NCCCN1CCOCC1	66	/

item	KDM4C inh	Pf Dd2 inh
49	-3.0	-66
50	-0.4	0
51	22	1
52	2.1	-7
53	-0.4	-31
54	-1.4	14
55	5.9	7
56	0.5	-5

(cont.)
item	smiles	Tcruzi prolif	C diff HTS
57	COC(=O)[C@@H]1[C@@H](CO)[C@@H]2Cn3c(ccc(-c4ccccc4F)c3=O)[C@@H]2N1C(=O)c1ccccn1	2	1
58	COCCN(C[C@H]1N[C@H](CO)[C@@H]1c1ccc(-c2ccc(F)cc2)cc1)C(C)=O	16	-8
59	C/C=C/c1ccc([C@H]2[C@@H](CNC(C)C)N(c3nc(CC)cs3)[C@H]2CO)cc1	100*	-7
60	CCCN1[C@H](C(=O)N2CCOCC2)[C@@H](CO)[C@@H]2Cn3c(ccc(-c4ccccc4)c3=O)[C@@H]21	16	2
61	O=S(=O)(c1ccc(F)cc1)N1CCCCN2[C@@H](CO)[C@@H](c3ccc(C#CC4CC4)cc3)[C@@H]2C1	86	46
62	Cc1noc(C)c1S(=O)(=O)N(C)C[C@H]1OCCCC[C@H](C)Oc2ccc(NC(=O)NC3CCCCC3)cc2C(=O)N([C@H](C)CO)C[C@@H]1C	60	2
63	CO[C@H]1CC[C@H]2CCN(C)C(=O)[C@@H](C)N(C)C(=O)c3cc(C#N)ccc3OC[C@@H]1O2	22	-5
64	O=C(Nc1ccccc1)N1CCCCN2[C@@H](CO)[C@H](c3ccc(C#Cc4ccccn4)cc3)[C@@H]2C1	72	-3
65	C/C=C/c1ccc(C2[C@H]3CNC[C@@H]2N3S(C)(=O)=O)cc1 (stereo partly specified)	/	-7&7

item	KDM4C inh	Pf Dd2 inh
57	-1.6	/
58	-1.3	-28
59	-2.7	-56
60	4.0	/
61	-0.7	-70
62	-1.7	-3
63	0.5	/
64	-0.2	-70
65	-0.3	13&8

Quoted at random: 4 records from the list, in no set order.
item	smiles	Tcruzi prolif	C diff HTS
65	C/C=C/c1ccc(C2[C@H]3CNC[C@@H]2N3S(C)(=O)=O)cc1 (stereo partly specified)	/	-7&7
58	COCCN(C[C@H]1N[C@H](CO)[C@@H]1c1ccc(-c2ccc(F)cc2)cc1)C(C)=O	16	-8
64	O=C(Nc1ccccc1)N1CCCCN2[C@@H](CO)[C@H](c3ccc(C#Cc4ccccn4)cc3)[C@@H]2C1	72	-3
63	CO[C@H]1CC[C@H]2CCN(C)C(=O)[C@@H](C)N(C)C(=O)c3cc(C#N)ccc3OC[C@@H]1O2	22	-5

item	KDM4C inh	Pf Dd2 inh
65	-0.3	13&8
58	-1.3	-28
64	-0.2	-70
63	0.5	/

Assay outcomes: PubChem, Broad Institute
